# Screening results deposited in PubChem by several laboratories.
# MBD2 inh: inhibitors of human MBD2 binding to methylated oligonucleotide. Q9UBB5. TR-FRET. inhibition, % at 4.4 µM. actives 0.31% (n = 370,000). AID 686964; in the data active = inhibition above about 13%
# hcDAF12 agonist: H. contortus DAF-12 activation, primary screen; HEK293 hcDAF-12 lit1-tk-luc reporter, luminescence; 0% DMSO, 100% Δ7-dafachronic acid; activation, % at 6.8 µM; actives 1.4% (n = 370,000);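 active = activation above the mean of all tested compounds plus 3 SD, cut at about 5.5% in these data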;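 note: 100% = response to 3 µM Δ7-dafachronic acid high control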
# DAX1 inh-1: NR0B1 (DAX1) inhibition. P51843. HEK293 Gal4-DAX1 luciferase reporter, luminescence. inhibition, % at 6.75 µM. actives 0.99% (n = 340,000). AID 504766;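 active = inhibition above the mean over all tested compounds plus 3 SD, cut at about 4.2% in these data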;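 note: 0% = DAX1-transfected cells with DMSO and 100% = empty-vector control cells with DMSO; inhibition shows as a rise in luminescence from relieved DAX1 repression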
# DAX1 inh-2: blocks DAX1 repression of SF-1 activated StAR promoter | HEK293T StAR-luciferase reporter, SF-1/DAX-1 repression relief | inhibition, % at 6.8 µM | actives 1.1% (n = 370,000) | AID 652010;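 active = inhibition above the mean over all tested compounds plus 3 SD, cut at about 3.6% in these data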;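 note: 0% = DAX-1 cells with DMSO and 100% = cells lacking DAX-1 with DMSO; higher inhibition means more luminescence from relief of DAX-1 repression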
# hgDAF12 agonist: agonists of H. glycines DAF-12 nuclear receptor. HEK293 GAL4-hgDAF12 UAS-luciferase reporter, agonist luminescence; normalized to butyrate control. activation, % at 6.8 µM. actives 1.8% (n = 370,000). AID 687014;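 active = activation above a cutoff set at the mean of all screened compounds plus 3 SD, cut at about 10% in these data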;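 note: 0% = DMSO wells and 100% = sodium butyrate wells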
# ssDAF12 agonist: activators of S. stercoralis DAF-12 nuclear receptor | actives 1% (n = 370,000) | HEK293 ssDAF-12/GRIP1 lit1-tk-luc reporter, luminescence; % of 3 µM dafachronic acid response | activation, % at 6.8 µM;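 active = activation above the mean over all tested compounds plus 3 SD, cut at about 0.9% in these data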;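 note: 0% = DMSO-only wells and 100% = 3 µM delta7-dafachronic acid wells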
# PLCg1 inh: inhibitors of human phospholipase C gamma1; purified PLC-gamma1, fluorogenic substrate, fluorescence; actives 0.84% (n = 370,000); AID 720700; inhibition, % at 12.2 µM; in the data active = inhibition above about 9.5%
# Target sequence (P19174 whole entry, looked up): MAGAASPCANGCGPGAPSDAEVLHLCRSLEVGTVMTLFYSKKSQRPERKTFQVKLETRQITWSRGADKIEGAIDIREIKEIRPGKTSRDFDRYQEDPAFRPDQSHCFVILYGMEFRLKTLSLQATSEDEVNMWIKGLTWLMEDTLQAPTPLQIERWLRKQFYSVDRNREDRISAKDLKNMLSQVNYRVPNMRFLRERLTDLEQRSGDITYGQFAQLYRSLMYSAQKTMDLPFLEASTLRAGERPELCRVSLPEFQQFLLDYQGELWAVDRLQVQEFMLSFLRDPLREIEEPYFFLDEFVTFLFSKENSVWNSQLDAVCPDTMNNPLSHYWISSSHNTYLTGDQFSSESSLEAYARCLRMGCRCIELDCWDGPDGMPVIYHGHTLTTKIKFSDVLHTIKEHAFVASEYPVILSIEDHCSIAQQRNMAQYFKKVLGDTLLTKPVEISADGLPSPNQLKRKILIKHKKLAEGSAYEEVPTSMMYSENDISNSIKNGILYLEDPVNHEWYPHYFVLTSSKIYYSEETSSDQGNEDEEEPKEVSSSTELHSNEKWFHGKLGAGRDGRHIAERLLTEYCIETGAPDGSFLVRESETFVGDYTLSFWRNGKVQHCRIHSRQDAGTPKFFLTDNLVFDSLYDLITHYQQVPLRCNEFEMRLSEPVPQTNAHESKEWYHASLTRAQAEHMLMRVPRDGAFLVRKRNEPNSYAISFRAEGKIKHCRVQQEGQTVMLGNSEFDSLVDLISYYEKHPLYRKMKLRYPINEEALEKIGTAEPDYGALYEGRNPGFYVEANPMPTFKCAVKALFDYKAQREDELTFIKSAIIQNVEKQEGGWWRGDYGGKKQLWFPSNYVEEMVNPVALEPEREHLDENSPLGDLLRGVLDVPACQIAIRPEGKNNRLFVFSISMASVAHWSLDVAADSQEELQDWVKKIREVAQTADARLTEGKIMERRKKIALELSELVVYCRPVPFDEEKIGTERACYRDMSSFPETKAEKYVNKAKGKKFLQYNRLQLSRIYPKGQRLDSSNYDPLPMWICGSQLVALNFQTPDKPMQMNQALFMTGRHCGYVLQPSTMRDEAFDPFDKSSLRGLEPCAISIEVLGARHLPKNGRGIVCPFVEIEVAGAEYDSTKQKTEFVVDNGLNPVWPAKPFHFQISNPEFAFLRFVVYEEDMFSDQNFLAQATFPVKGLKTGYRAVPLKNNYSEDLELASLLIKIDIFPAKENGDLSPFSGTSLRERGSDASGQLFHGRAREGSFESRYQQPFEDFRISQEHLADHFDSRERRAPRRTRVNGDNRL
# SMARCA2 activ: activators of SMARCA2 function | actives 1% (n = 370,000) | activation, % at 9.1 µM | MG213 cells, MMTV-luciferase reporter, dexamethasone, overnight; in the data active = activation above about 7.8%;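 note: 0% = vehicle wells and 100% = reference activator wells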
# PLCb3 inh: inhibitors of human phospholipase C beta3; Q01970; inhibition, % at 12.2 µM; actives 0.18% (n = 370,000); Purified PLC-beta3, fluorogenic substrate, fluorescence; in the data active = inhibition above about 11%;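 note: 0% = median of compound wells on plate and 100% = full blocker control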
# ADAM17 inh: inhibitors of human ADAM17; P78536; recombinant ADAM17, EDANS/DABCYL FRET peptide cleavage; inhibition, % at 6.95 µM; actives 0.83% (n = 370,000);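 active = inhibition above the mean of compounds lying between control limits plus 3 SD, set per campaign, cut at about 8.5% in these data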;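 note: 0% = DMSO-only wells as the low control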
# Rev-erbA mod: modulators of human Rev-erb alpha DNA binding; P20393; Rev-erbα–FITC-DNA binding, fluorescence polarization, 90 min; activity, % at 10 µM; actives 0.79% (n = 370,000);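 active = activity above about 14%, limit read from the data; passing the limit was not always enough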;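 note: 0% = DMSO wells with 35 nM protein and 100% = DMSO wells with 750 nM protein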
# * = called active by the depositor; i = inactive; / = not tested or not shown.
SMILES,MBD2 inh,hcDAF12 agonist,DAX1 inh-1,DAX1 inh-2,hgDAF12 agonist,ssDAF12 agonist,PLCg1 inh,SMARCA2 activ,PLCb3 inh,ADAM17 inh,Rev-erbA mod
CCN1CCN(C(c2cccs2)C(C)NC(=S)NC2CCCCC2)CC1 (stereo not given),-5,-0.3,-1.0,1.1,-1.2,-1.4,-1,2,-6,-3,4
CCOP(=O)(c1ccc(N(C)C)cc1)C(O)c1c(Cl)cccc1Cl (stereo not given),1,-2.1,1.6,-0.5,0.5,-1.2,1,6,0,-2,1
COc1cc(/C=N/NC(=O)c2cccc(N3CCCC3=O)c2)ccc1O,0,-0.3,0.2,-0.3,5.2,-0.7,-8,3,-19,2,3
COc1cc(NC(=O)c2ccco2)c(OC)cc1NC(=O)c1cc(OC)c(OC)c(OC)c1,-1,-2.2,-2.0,-2.4,-5.0,-1.0,-17,-2,-16,-2,-5
COc1ccccc1C(=O)COC(=O)Cc1n[nH]c(=O)c2ccccc12,3,1.6,1.4,0.8,2.2,-0.2,-3,1,-17,-7,2
CCN1C(=O)C(CC(=O)Nc2c(C)cccc2C)SC1=Nc1ccc(S(N)(=O)=O)cc1 (stereo not given),0,-1.7,0.3,-0.8,1.3,-1.3,0,-1,2,-4,3
O=C(COC(=O)c1ccccc1O)NC(=O)NCc1ccccc1,-3,-0.1,0.1,0.7,0.7,-1.1,-4,1,-11,-3,3
CC(C)C(NS(=O)(=O)c1cccs1)C(=O)NCc1ccc2c(c1)OCO2 (stereo not given),-3,-0.2,0.3,0.5,-2.3,-1.2,-2,-2,1,-1,0
CC(C)CN1CCC(=O)N([C@H](CO)Cc2ccccc2)CC1,3,-2.1,1.1,0.1,3.1,-0.9,0,0,-4,-6,-2
CNC[C@H]1OCc2cnnn2CCCC(=O)N([C@H](C)CO)C[C@@H]1C,4,0.5,/,-1.3,-1.4,-0.8,3,-2,1,-5,2
Cc1cccc(CN2CCC(CNC(=O)Nc3ccccc3F)CC2)c1,-5,-1.3,-0.2,-0.5,-0.9,-0.9,4,-3,-1,0,-3
CCCCCCSc1cc(-c2nc3ccc(C)cn3c2NCCCC)ccc1OC,2,-1.2,0.2,0.4,0.7,-1.1,i,-1,i,-37,5
COC(=O)[C@]1(CC(C)C)N[C@H](c2ccc(-c3ccc(OC)cc3)cc2)[C@@H]2C(=O)N(C)C(=O)[C@@H]21,0,0.1,1.7,-0.2,-1.0,-1.4,-102,0,-137,-51,3
CCOCCCNC(=O)c1cc2c(=O)n3cccc(C)c3nc2s1,-2,12*,0.2,0.2,1.2,0.3,-81,2,-109,-99,-1
O=c1c2c([nH]n1-c1ccccc1)CCCC2,-6,-0.7,2.0,0.7,-0.9,-1.0,-1,1,4,1,4
CN(C)S(=O)(=O)c1ccc(NC(=O)Cn2c(-c3ccccc3)noc2=O)cc1,2,-0.3,1.3,0.0,-1.1,-1.7,-1,-3,-1,-3,-3
Cc1onc(-c2c(F)cccc2Cl)c1C(=O)Nc1cccc2nsnc12,6,-3.7,-2.0,-2.9,-2.8,-2.2,i,-2,i,-25,-1
Cc1ccccc1-c1nc(C#N)c(N2CCC(C)CC2)o1,7,-0.7,-0.1,0.6,2.0,-0.8,-1,0,-21,-69,1
c1csc(C2=NNC(=NC3CCCCC3)SC2)c1,-1,10*,/,3.2,17*,1.5*,-4,4,-2,1,-3
CC(=O)C(C)n1c(CN(C)Cc2ccccc2)nc2c1c(=O)n(C)c(=O)n2C (stereo not given),5,0.0,0.6,-0.5,-0.4,-1.9,0,-3,-7,-5,-7
Cn1c(=O)c(C(=O)Nc2ccccn2)c(O)c2ccccc21,-6,14*,3.7,3.9*,17*,3.0*,-1,5,0,-1,-4
Cc1ccccc1NC(=O)Cc1nc(COC(=O)C(C)C)cs1,-3,4.3,0.2,-1.1,1.0,-1.6,1,3,-2,1,2
CN(Cc1ccccc1)C(=O)c1ccc(NC(=O)C2CCCN(C(=O)OC(C)(C)C)C2)cc1 (stereo not given),0,-3.1,-2.6,-1.5,-6.3,-2.1,-1,-1,-19,0,-1
Cc1ccc(C)c(N=Cc2ccc(-c3ccc([N+](=O)[O-])cc3)o2)c1,-1,-1.0,1.5,0.2,-2.0,-1.4,2,-6,6,6,0
CCN(CC)C(=O)CC[C@@H]1CC[C@]2(CCCN(C(=O)C3CCCCC3)C2)O1,-3,-1.8,/,-0.9,3.1,-1.2,1,-5,3,3,6

# Arranged by molecular weight (ascending): three of the compounds above.
SMILES,MBD2 inh,hcDAF12 agonist,DAX1 inh-1,DAX1 inh-2,hgDAF12 agonist,ssDAF12 agonist,PLCg1 inh,SMARCA2 activ,PLCb3 inh,ADAM17 inh,Rev-erbA mod
c1csc(C2=NNC(=NC3CCCCC3)SC2)c1,-1,10*,/,3.2,17*,1.5*,-4,4,-2,1,-3
Cc1ccccc1-c1nc(C#N)c(N2CCC(C)CC2)o1,7,-0.7,-0.1,0.6,2.0,-0.8,-1,0,-21,-69,1
COC(=O)[C@]1(CC(C)C)N[C@H](c2ccc(-c3ccc(OC)cc3)cc2)[C@@H]2C(=O)N(C)C(=O)[C@@H]21,0,0.1,1.7,-0.2,-1.0,-1.4,-102,0,-137,-51,3

# Further entries.
SMILES,MBD2 inh,hcDAF12 agonist,DAX1 inh-1,DAX1 inh-2,hgDAF12 agonist,ssDAF12 agonist,PLCg1 inh,SMARCA2 activ,PLCb3 inh,ADAM17 inh,Rev-erbA mod
COCCNS(=O)(=O)c1ccc(-c2ccc(Cl)cc2)cc1,4,-0.4,2.8,-0.7,1.5,-0.9,5,-1,0,1,0
Cc1ccc(CN(C(=O)c2ccccc2C)C2CCS(=O)(=O)C2)o1 (stereo not given),9,-0.2,0.5,-0.4,0.1,-1.5,-2,0,-7,-3,-2
CC(C)(C)c1ccc(S(=O)(=O)N2CCCC2C(=O)N2CCOCC2)cc1 (stereo not given),-5,-0.9,/,-0.1,0.1,-0.9,2,-2,2,0,3
Cc1cccc(-n2ncc3c(NCCCN4CCCC4=O)ncnc32)c1,0,1.1,-0.7,1.0,3.5,-0.4,0,0,-2,-4,/
Cc1nc([N+](=O)[O-])c(Br)n1Cc1ccc(Cl)c(Cl)c1,-5,-3.9,-2.7,-2.4,-9.7,-2.4,5,-9,0,2,7
CCc1ccc2c(CN3CCC(C(=O)OC)CC3)cc(=O)oc2c1,0,2.5,-0.5,0.3,-0.7,-0.1,0,1,-7,1,-5
CN1C(=O)/C(=C/c2ccco2)SC1=Nc1ccc(N2CCOCC2)cc1,-2,-0.3,0.7,0.2,-0.4,-2.0,1,-1,5,1,-1
CC1CCCN(C(=O)CN2CCC(c3nc4ccc(Cl)cc4[nH]3)CC2)C1 (stereo not given),3,-1.6,-0.5,-0.3,-4.5,-1.8,2,-1,-3,1,2
CCOc1ccc(NS(=O)(=O)c2ccc(C(=O)NCC(c3cccs3)N3CCOCC3)cc2)cc1 (stereo not given),-7,0.2,0.9,-0.2,-2.5,-0.9,7,-3,-4,-4,6
COc1cc(C(O)P(=O)(OC(C)C)c2ccc(N(C)C)cc2)cc(OC)c1OC (stereo not given),-3,-0.8,1.9,-0.3,2.8,-0.8,3,-3,6,-2,-4
CCN(CC)S(=O)(=O)c1ccc(C(=O)OCC(=O)NCc2ccco2)cc1,-3,-0.7,0.7,0.0,0.2,-1.1,0,-2,-8,-4,1
COc1ccc(Oc2nnnn2-c2ccccc2)cc1,1,0.4,0.2,0.3,5.5,-1.2,-1,-2,-4,-3,0
Cc1ccc(Cn2nc(C)c(NC(=O)c3cc(-c4ccc5c(c4)OCO5)on3)c2C)cc1,-3,-0.7,/,0.4,-0.2,-1.4,-1,3,2,-4,0
Nc1nc[nH]c(=O)c1N=Cc1ccccc1,1,-1.0,1.7,0.2,3.2,-0.7,-18,1,-31,-51,-1
COc1cccc(NC(=O)c2ccccc2-c2nc(-c3ccccc3)no2)c1,0,1.3,0.1,-1.0,-1.2,-0.7,-1,1,-2,1,2
CC(C)(C)NC(=O)CSc1nncn1NCc1c(Cl)cccc1Cl,-1,2.0,0.5,0.1,-2.1,-1.2,1,1,-3,-5,4
C=CCOc1c(Cl)cc(C2NC(=O)NC(C)=C2C(=O)OC)cc1Cl (stereo not given),5,-3.4,-1.1,-1.2,-3.0,-2.2,-7,-2,-15,-2,6
C[C@H]1CN=C(Nc2ccccc2)N1CCCC1CCCCC1,1,-1.0,1.3,-0.8,0.7,-0.9,1,1,1,-2,-3
O=C(c1ccc(CS(=O)Cc2ccccc2Cl)o1)N1CCN(C2CCCCC2)CC1 (stereo not given),-8,1.7,-0.6,2.0,-1.3,-1.5,6,-4,-10,0,6
O=C(NNc1cccc(Cl)n1)c1ccc(Cl)nc1,2,-0.1,0.4,0.3,-6.3,-1.3,-3,3,-1,-2,0
CCCCN(CCCC)/C(N)=N/c1nc(C)cc(C)n1,5,-1.6,-0.1,-0.9,-1.2,-1.8,-2,0,-5,-5,0
Cc1ccc(S(=O)(=O)N2CCOCC2)cc1NC(=O)c1ccncc1,1,-0.7,0.2,0.5,0.3,-0.9,1,0,3,-2,-14
CCCCCCn1c(SCCC)nc2c1c(=O)[nH]c(=O)n2C,-4,-0.7,-0.2,-0.1,-0.5,-1.6,-1,-1,1,-4,4
CC1(C2CC2)NC(=O)N(CC(=O)Nc2ccc(F)cc2F)C1=O (stereo not given),1,3.7,-0.7,-0.7,1.5,-0.6,1,0,1,0,-2
N=c1c(C(=O)NCC2CCCO2)cc2c(=O)n3ccccc3nc2n1Cc1cccnc1 (stereo not given),-16,0.8,0.5,1.0,0.5,-1.4,i,-4,i,i,0

# The list continues.
SMILES,MBD2 inh,hcDAF12 agonist,DAX1 inh-1,DAX1 inh-2,hgDAF12 agonist,ssDAF12 agonist,PLCg1 inh,SMARCA2 activ,PLCb3 inh,ADAM17 inh,Rev-erbA mod
CCn1cc(CNCc2cn(-c3ccccc3C)nc2-c2ccc(OC)c(F)c2)cn1,2,-1.5,1.7,0.2,2.2,-1.5,0,2,-7,2,4
CCOc1ccc(C(=O)Nc2ccccc2N2CCOCC2)cc1,4,-1.4,1.0,-0.7,-1.4,-1.2,6,1,0,-1,-3
O=C(NCc1nnc2c3ccccc3c(-c3ccccc3)nn12)c1ccc(Cl)cc1,-8,-1.8,-0.7,-0.2,-2.7,-1.4,0,3,3,0,4
Cc1ccc(CSc2ccc(S(=O)(=O)N3CCOCC3)cn2)cc1,1,-1.4,0.8,-1.3,-0.3,-1.4,0,-2,-4,0,1
O=C(CSc1nc(-c2ccco2)cc(C(F)(F)F)n1)N1CCN(c2cccc(Cl)c2)CC1,-6,-1.4,-0.5,-0.2,-2.4,-1.6,-5,0,-8,3,4
CCOc1ccc(NC(=O)CN(C)C(=O)CCSc2ccc(F)cc2)cc1OCC,-3,-2.2,0.8,1.2,-0.5,-1.5,4,-3,-7,6,-7
OC(c1cccnc1)c1nc(-c2cccc(F)c2)cs1 (stereo not given),0,-0.9,/,-1.4,2.9,-0.5,-22,1,-34,-4,8
c1ccc(-c2ccc(-c3cn4c(n3)CCC4)cc2)cc1,-1,4.0,-2.5,0.1,2.8,-0.4,-16,1,-23,-39,2
Cc1ccc(S(=O)(=O)N2CCCCC2)cc1NC(=O)CSc1nnnn1C,-4,1.3,0.2,-0.5,4.2,-0.6,2,-3,0,1,6
